Bioassay records as filed in PubChem.
GPR7 antag: GPR7 receptor antagonists, primary screen, cell-based, fluorescence, single concentration; GPR7-expressing cells, fluorescence antagonist assay; inhibition, % at 4.4 µM; actives 1.1% (n = 290,000); Neuropeptides B/W receptor type 1 (Homo sapiens), P48145; in the data active = inhibition above about 16%, passing the limit was not always enough;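 note: cells stimulated with the agonist NPW; 0% = agonist with vehicle and 100% = vehicle without agonist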
Target sequence (P48145 whole entry, looked up): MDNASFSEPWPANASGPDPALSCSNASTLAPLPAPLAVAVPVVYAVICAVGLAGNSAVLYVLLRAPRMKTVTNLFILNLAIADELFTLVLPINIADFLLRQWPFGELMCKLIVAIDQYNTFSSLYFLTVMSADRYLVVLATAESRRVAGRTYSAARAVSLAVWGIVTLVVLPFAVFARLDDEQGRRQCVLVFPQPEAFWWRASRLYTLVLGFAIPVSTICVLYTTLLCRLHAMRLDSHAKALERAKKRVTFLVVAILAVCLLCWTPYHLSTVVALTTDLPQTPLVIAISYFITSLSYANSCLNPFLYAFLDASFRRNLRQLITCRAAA
PfM18AAP inh: PfM18AAP inhibitors, malaria aminopeptidase, primary screen, biochemical, QFRET, recombinant enzyme | M18 aspartyl aminopeptidase (Plasmodium falciparum 3D7) | H-Glu-NHMec fluorogenic cleavage | inhibition, % at 7.35 µM | actives 1.2% (n = 290,000);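 active = inhibition above the campaign mean inhibition over all tested compounds plus 3 SD, cut at about 28% in these data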;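 note: 0% = plate median of test compound wells and 100% = 2 mM ZnCl2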
OXTR potentiate: human OXTR potentiators, primary screen, fluorescence, CHO-OTR cells, Fluo-8 calcium. Oxytocin receptor (Homo sapiens), P30559. Fluo-8 calcium fluorescence, potentiator mode; 0% = oxytocin EC15, 100% = EC100. activation, % at 3 µM. actives 0.061% (n = 320,000);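 active = activation above that plate's cutoff, the mean activation of tested compounds plus 3 SD, cut at about 6.6% in these data, passing the limit was not always enough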;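 note: 100% uses oxytocin at 75 nM as the full agonist control; some results filed as inactive read as strong as hits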
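Assay system: CHO cell line stably expressing human OTR | Also added: Oxytocin at about EC15, sub-maximal agonist stimulus | Times: Compound 6 min at room temperature before oxytocin, 100 s read | Measured by: Fluo-8 intracellular calcium fluorescence, ex 470-495, em 515-575 nm | Controls: EC15 oxytocin alone as 0%, 75 nM oxytocin as 100%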
MEKK2 WT-MEK5: modulators of MEK5 binding to wildtype MEKK2, primary screen, biochemical, multiplex bead flow cytometry, Alexa488-MEK5 | Mitogen-activated protein kinase kinase kinase 2 (Homo sapiens), Q9Y2U5 | Alexa488-MEK5 binding to MEKK2 WT; actives lie on both sides | binding response (% of control), % at 10 µM | actives 1.1% (n = 290,000) | AID 1531, 2009; in the data active = binding response below about 67% or above about 130%
OXTR ag: human OXTR agonists, primary screen, fluorescence, CHO-OTR cells, Fluo-8 calcium; Oxytocin receptor (Homo sapiens), P30559; Fluo-8 calcium fluorescence; normalized: DMSO 0%, oxytocin 100%; activation, % at 3 µM; actives 0.32% (n = 320,000);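 active = activation above the mean of all tested compounds plus 3 SD, cutoff set per screening run, cut at about 20% in these data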;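 note: peak over basal fluorescence ratio from a 100 s FLIPR kinetic read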
MEKK2 mut-MEK5: MEK5 binding signal on mutant MEKK2 PB1, primary screen, biochemical, multiplex bead flow cytometry, Alexa488-MEK5. Alexa488-MEK5 binding to MEKK2 mutant. percent response, % at 10 µM. actives 0.35% (n = 290,000). AID 1530, 2009; in the data active = percent response above about 24%, passing the limit was not always enough; note: inactives centre near 1; some results filed as inactive read as strong as hits
GalR3 antag: GalR3 antagonists in HEK293 cells, primary screen, cell-based, fluorescence readout; Galanin receptor type 3 (Homo sapiens), O60755; HEK293 GalR3-CNG cAMP membrane potential fluorescence; galR3 body fused to GalR1 C-terminus; inhibition, % at 3 µM; actives 0.44% (n = 360,000); AID 651719, 2012;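 active = inhibition above the screen-wide average plus 3 SD, cut at about 13% in these data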;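 note: forskolin and galanin both at EC90 stimulate the cells; cAMP rise reported by CNG channel membrane potential dye signal; 0% = forskolin plus galanin with DMSO and 100% = forskolin alone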
Target sequence (O60755 1-299 limits assumed): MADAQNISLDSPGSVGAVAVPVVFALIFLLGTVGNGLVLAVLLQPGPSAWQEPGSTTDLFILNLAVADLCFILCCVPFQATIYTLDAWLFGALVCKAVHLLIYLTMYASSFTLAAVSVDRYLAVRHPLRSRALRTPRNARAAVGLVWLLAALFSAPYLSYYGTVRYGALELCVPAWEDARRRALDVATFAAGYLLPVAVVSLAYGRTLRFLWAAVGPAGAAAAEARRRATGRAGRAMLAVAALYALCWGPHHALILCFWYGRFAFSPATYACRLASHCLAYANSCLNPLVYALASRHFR
V1R ag counter: agonists of human V1a receptor, primary screen, counter-screen for OXTR agonist project, fluorescence, CHO-V1R cells; Fluo-8 calcium fluorescence, agonist mode; 0% DMSO, 100% 3 nM vasopressin; AID 2797, 2010; activation, % at 3 µM; Vasopressin V1a receptor (Homo sapiens), P37288; actives 0.25% (n = 320,000);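 active = activation above the mean activation of all tested compounds plus 3 SD, per screening run, cut at about 20% in these data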;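 note: signal is peak over basal fluorescence ratio across a 100 second FLIPR read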
Target sequence (P37288 whole entry, looked up): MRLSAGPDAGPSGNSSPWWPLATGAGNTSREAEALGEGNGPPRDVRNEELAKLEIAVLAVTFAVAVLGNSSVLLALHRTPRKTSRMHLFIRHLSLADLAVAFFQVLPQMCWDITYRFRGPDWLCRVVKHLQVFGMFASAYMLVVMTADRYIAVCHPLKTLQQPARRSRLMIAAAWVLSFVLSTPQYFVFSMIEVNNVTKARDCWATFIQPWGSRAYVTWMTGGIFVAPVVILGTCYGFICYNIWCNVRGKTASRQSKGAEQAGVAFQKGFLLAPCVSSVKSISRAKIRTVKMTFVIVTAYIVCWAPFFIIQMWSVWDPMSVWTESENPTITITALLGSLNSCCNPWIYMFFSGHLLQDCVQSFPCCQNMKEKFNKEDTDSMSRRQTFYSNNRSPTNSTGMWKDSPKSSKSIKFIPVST
NALP1 inh: NALP1 inflammasome inhibitors in reconstituted yeast, colorimetric, S. cerevisiae, triplicate retest; S. cerevisiae NALP1/ASC/caspase-1 growth, X-gal OD620, 72 h; AID 2071, 2009; inhibition, % at 10 µM; actives 0.61% (n = 280,000); in the data active = inhibition mostly above about 24%, no sharp cut-off; inactive = mostly below about 32%; note: some compounds called inactive have numbers as strong as hits
Active calls of the source: *; x = no result given. The order is random, and some 4.1% of all compounds hit somewhere here.

SMILES,GPR7 antag,PfM18AAP inh,OXTR potentiate,MEKK2 WT-MEK5,OXTR ag,MEKK2 mut-MEK5,GalR3 antag,V1R ag counter,NALP1 inh
O=S(=O)(NCCc1csc(-c2cccnc2)n1)c1cccs1,-9,6,-3,106,2.2,5,x,2.6,31
Cc1ccc(S(=O)(=O)N2CCOCC2)cc1C(=O)N1CCCCCC1,-9,6,8,104,0.9,3,3,-0.4,15
Cc1ccccc1NC(=O)c1snc2c(=O)[nH]cnc12,-12,-2,3,101,-0.5,-3,-2,0.0,10
CC1CCCN(CCS(=O)(=O)c2ccccc2)C1 (configuration not stated),x,x,0,x,1.1,x,-4,-0.1,x
C[C@@H]1NC(=O)c2cc([N+](=O)[O-])cc(I)c2NCCCC[C@@H](C(N)=O)NC(=O)[C@H](CC(N)=O)NC1=O,-4,-3,-5,87,-0.1,3,x,-0.6,20
Cc1ccc(NC(=O)CSc2ccc3nnc(-c4cccnc4)n3n2)cc1,2,1,-4,112,-0.1,5,-3,0.5,24
CCN(CC)CCOC(=O)c1cccc2c1-c1ccccc1C2O (configuration not stated),-7,-1,-11,99,0.1,-18,-2,2.6,16
CCC/C=N/NC(=O)c1ccccc1O,1,19,0,88,1.2,-11,-5,0.4,27
O=C(NC(=S)Nc1ccccc1C(=O)O)c1ccc2ccccc2c1,0,20,1,97,-0.5,5,-4,-1.0,-1
CCOC(=O)c1c(NC(=S)NC)sc2c1CC(C)(C)SC2,-5,5,-5,107,-2.0,6,-7,-0.6,13
Cc1cccc2c1N(CC(=O)OC(C)C)C(=O)C2=O,-6,2,-5,121,-0.7,14,-1,-0.3,21
Cn1c(SCC(=O)O)nc2sc3c(c2c1=O)CCC3,9,2,x,102,x,1,-3,x,6

3 entries already listed, arranged by the number in MEKK2 mut-MEK5, rising:
compound | MEKK2 mut-MEK5
CCN(CC)CCOC(=O)c1cccc2c1-c1ccccc1C2O (configuration not stated) | -18
CCC/C=N/NC(=O)c1ccccc1O | -11
Cn1c(SCC(=O)O)nc2sc3c(c2c1=O)CCC3 | 1

Further structures follow:
SMILES,GPR7 antag,PfM18AAP inh,OXTR potentiate,MEKK2 WT-MEK5,OXTR ag,MEKK2 mut-MEK5,GalR3 antag,V1R ag counter,NALP1 inh
Cc1nc(C)c(C(=O)O)s1,-5,-3,-14,91,0.2,-4,-6,0.3,x
COc1ccccc1NC(=O)Cc1nnc(SCC(=O)NC2CCCCC2)n1C,-8,6,-1,101,0.1,6,1,0.7,-17
COc1ccc(C(=O)CCC(=O)NCCc2c[nH]c3ccccc23)cc1,-4,-2,-12,98,-0.2,0,-7,-0.1,-1
CN(C(=O)COC(=O)/C=C/c1cccs1)C1CCCCC1,x,x,2,x,-0.1,x,-5,0.1,x
Cc1nc2ccc(Br)cc2c2c1CC(CBr)O2 (configuration not stated),-12,1,6,103,-0.8,3,-7,-0.3,-4
CCn1cc(C(=O)O)c(=O)c2cnc(N3CCN(C(=S)NC(=O)c4ccccc4)CC3)nc21,-5,2,-28,98,-1.4,1,4,1.8,3
CCCOc1ccc(C2/C(=C(\O)c3c(C)[nH]c(C(=O)OC)c3C)C(=O)C(=O)N2CCN(C)C)cc1 (configuration not stated),0,-3,-7,105,-0.4,6,0,0.7,0
Cc1ccc(C)c(S(=O)(=O)Nc2cc(SCC(=O)O)c(O)c3ccccc23)c1,-5,3,0,97,0.5,-2,x,-0.4,38
COc1cc(S(=O)(=O)Nc2ccccc2C)ccc1Cl,-10,-6,-16,114,-0.8,17,0,-0.6,13
O=C(O)c1ccc(NC(=O)c2ccccc2NC(=O)c2cccc(Br)c2)cc1,-22,0,-3,104,0.5,8,-1,0.4,5
COCCNC(=O)CCCn1c(=O)c2cc(OC)c(OC)cc2n(CC(=O)c2ccc(Cl)cc2)c1=O,-18,-6,-2,100,-0.2,2,-2,-0.2,3
CC1CCN(CCC(=O)Nc2ccc(F)c(F)c2)CC1,-13,-2,7,113,1.3,8,-9,0.8,4

(more compounds)
SMILES,GPR7 antag,PfM18AAP inh,OXTR potentiate,MEKK2 WT-MEK5,OXTR ag,MEKK2 mut-MEK5,GalR3 antag,V1R ag counter,NALP1 inh
O=C(Nc1ccc(O)cc1C(=O)O)c1ccc(NC(=O)c2ccco2)cc1,x,x,-4,x,1.0,x,-2,0.8,x
CC(=O)N1CC(=O)N=C1SCC(=O)Nc1nc(-c2ccccc2)c(-c2ccccc2)s1,-8,22,-10,103,-1.4,2,0,0.2,17
COc1cc(/C=C/C(=O)O)cc(S(=O)(=O)Nc2ccccc2Oc2ccccc2)c1OC,-13,0,-1,114,0.8,8,-4,0.3,x
O=C(Cn1nc(C(=O)O)c2ccccc2c1=O)NCCC1=CCCCC1,-7,2,-13,96,-1.9,-2,-4,-0.5,25
CCCOc1ccc(C(=O)O/N=C(\CC)c2ccc(C)cc2)cc1,-7,-5,-6,106,-0.8,-2,-5,-0.3,22
Cc1nc(CSc2nnc(Nc3cccc(C)c3C)s2)cs1,-6,1,-1,96,-1.7,-1,3,0.7,27
CC(C)CCNC(=O)C1CCC(=O)N1C(C)C (configuration not stated),-18,-3,1,104,-0.6,1,-5,0.4,-4
CCn1c(SC(C)C(=O)NC2CCCc3ccccc32)nnc1-c1cccs1 (configuration not stated),14,2,-4,100,-2.0,0,2,-0.5,-2
O=C(C[n+]1ccc(/C=C/c2ccccc2)cc1)c1ccc2c(c1)OCCO2,-4,-14,-3,174*,0.6,32,-2,0.5,x
COc1cc(C(=O)Nc2ccc(C)cc2)c(-n2cnnn2)cc1OC,-14,-3,-1,100,0.6,5,-6,0.3,0
CCOC(=S)N/C(=N\S(=O)(=O)c1ccc(C)cc1)c1ccccc1,-3,3,-7,83,0.9,-11,-11,-0.1,23
Cc1nn(CC(=O)NCCCN2CCCCC2)c(=O)c2cc(-c3ccccc3)nn12,3,-4,-4,97,0.1,2,2,0.2,6

(further entries)
SMILES,GPR7 antag,PfM18AAP inh,OXTR potentiate,MEKK2 WT-MEK5,OXTR ag,MEKK2 mut-MEK5,GalR3 antag,V1R ag counter,NALP1 inh
COc1ccc(/C=N/NC(=O)c2cc(Br)ccc2O)cc1Cn1cc(Cl)cn1,6,3,-7,92,5.7,-3,-1,4.1,12
COc1ccc(C(=O)NC2CCc3ccccc32)cc1OC1CCN(C(C)C)CC1 (configuration not stated),-3,-3,-3,104,0.1,5,0,-0.7,8
CCOC(=O)C1=C(C)N=C2c3ccccc3C(=O)C2C1c1ccc(Br)cc1 (configuration not stated),-9,6,-5,92,-0.6,-1,0,-0.5,13
CCc1nc(C)cn1S(=O)(=O)c1ccc(Cl)c(Cl)c1Cl,-2,6,-11,104,0.6,-1,-3,2.5,35
CCCCNC(=S)N(CCN(C)C)Cc1cc2cc3c(cc2[nH]c1=O)OCCO3,38,21,-6,101,-0.5,-5,-1,0.0,12
COc1ccc2nc(Nc3ccccc3)sc2c1,5,-5,-9,99,-1.1,-4,-4,-0.7,-13
CCc1nc(SCC(=O)c2ccc(Cl)s2)c2oc3ccccc3c2n1,-7,-8,-9,103,0.7,4,x,1.8,22
NC(=O)c1ccccc1N/C=C/C(=O)c1ccccc1,-4,-5,-2,85,-1.5,-7,-4,-0.6,28
O=C1C2C3C=CC(CC3)C2C(=O)N1c1ccc(Cl)cc1Cl (configuration not stated),-9,0,2,111,-1.0,12,-1,0.8,0
COc1ccc(CSc2nnc(C)n2N)cc1[N+](=O)[O-],-8,-12,-3,96,0.1,-5,7,0.5,4
CC(C)Cc1nnc(NC(=O)CSc2nc(O)c(-c3ccccc3)c(=O)[nH]2)s1,-4,10,-6,105,-1.0,-4,-2,0.5,-1
CC(C(=O)Nc1ccccc1)N1C(=O)c2ccccc2C1=O (configuration not stated),-7,2,-3,94,0.4,2,-7,0.3,-12

(more compounds)
SMILES,GPR7 antag,PfM18AAP inh,OXTR potentiate,MEKK2 WT-MEK5,OXTR ag,MEKK2 mut-MEK5,GalR3 antag,V1R ag counter,NALP1 inh
O=C(CCCSc1nc(-c2ccco2)cc(C(F)(F)F)n1)NCC1CCCO1 (configuration not stated),-21,2,-13,117,-0.9,5,-4,-0.5,9
Cc1cc(C)c(Nc2cc(S(=O)(=O)O)c(N)c3c2C(=O)c2ccccc2C3=O)c(C)c1,-2,4,-1,77,-0.9,-18,-2,-1.2,20
COc1ccc(NC(=O)CSc2ncnc3c2cnn3Cc2ccccc2)cc1,-1,-13,-4,96,-0.8,1,5,0.1,5
O=C(CSc1n[nH]c(=O)[nH]c1=O)c1ccccc1[N+](=O)[O-],7,-34,1,70,1.3,-33,-2,0.8,x
Clc1ccc(Oc2nc3ccccc3n3cccc23)cc1,-9,-14,-5,105,-1.7,10,1,-0.2,30
COc1ccc2c(CC(=O)Nc3ccc(OC)c(NS(=O)(=O)c4ccc(F)cc4)c3)coc2c1,12,-13,-8,93,0.3,-12,0,2.3,19
COc1ccccc1NC1=C(C)C(=O)CC1,-13,0,-10,103,-0.3,-1,6,1.4,x
CCCC(=O)Nc1c(-c2cccs2)c(=O)c2ccccc2n1C,-8,6,-10,104,-0.1,1,-6,-0.6,4
COc1cccc(OC)c1C(=O)Nc1ccccc1C(=O)N1CCOCC1,-14,1,3,85,-0.7,-13,-5,0.4,24
NC(=O)Cc1ccc(C(=O)CSc2nnc(-c3ccncc3)n2C2CC2)s1,x,x,-2,x,0.6,x,-5,2.2,x
O=C(c1cccc2ccccc12)N1CCN(c2ccc([N+](=O)[O-])c(NCc3ccco3)c2)CC1,-15,-7,-4,95,-1.4,-2,-4,-0.2,41
Cc1sc2nc(CSc3ccc([N+](=O)[O-])cc3)[nH]c(=O)c2c1C,-13,7,-4,95,-0.2,0,x,-0.6,-4

Further records follow:
SMILES,GPR7 antag,PfM18AAP inh,OXTR potentiate,MEKK2 WT-MEK5,OXTR ag,MEKK2 mut-MEK5,GalR3 antag,V1R ag counter,NALP1 inh
COc1ccc(C(=O)NCCNc2nc3c(C)cccc3cc2C#N)cc1,-11,19,-2,101,-1.9,14,-11,-0.8,x
COC(=O)c1sccc1NC(=O)CSCCc1ccncc1,-4,4,-10,106,-0.1,-1,-2,2.1,9
N/C(COc1ccc(Cl)cc1Cl)=N\NS(=O)(=O)c1ccccc1,-8,11,-9,97,0.1,1,-1,0.1,30
O=C(C1=C[C@H](c2ccc3c(c2)OCO3)C[C@H](OCCCCO)O1)N1CCN(Cc2ccccc2)CC1,19,6,-4,80,2.2,-14,-5,1.0,13
CCC(CC)c1nnc(NC(=O)C2CSC3(C)CCC(=O)N23)s1 (configuration not stated),x,x,0,x,-0.1,x,0,1.5,x
COC(=O)c1cccc(Cn2c(Cl)c(/C=N/Nc3ccccc3C)sc2=O)c1,10,-5,-3,106,-0.6,-1,-7,0.0,21
N#CC(c1ccc(Cl)cc1)c1nc2ccccc2nc1C(F)(F)F (configuration not stated),-21,-10,-5,98,-1.3,0,0,-0.1,8
